Source: PubChem BioAssay
ATXN viability: cell viability loss in ATXN counter-screen | Potency, µM (top dose mostly 56.7 µM), usual class: cytotoxic | 0.49% of 400,000 active | S2 cells (HEK-293 line with an ATXN2-luciferase reporter) viability, CellTiter-Fluor protease fluorescence, 24 h; note: potency is the fitted concentration of half-maximal effect; nearly all actives have a fitted effect of over 40% in size
A549 tox: kills or reduces viability of A549 cells in Nrf2 counter-screen. A549 ARE-Fluc cells, CellTiter-Fluor viability, 18-24 h. Potency, µM (series often up to 46 µM), for inactives: at the highest dose activity change, negative = cytotoxicity, usual class: inhibitors. 0.16% of 390,000 active. AID 504648; note: potency is the fitted concentration of half-maximal effect; % is set by controls: 0 for no effect and ±100 for the full control effect
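A549 ARE-Fluc cells in 5% FBS OPTI-MEM, 5000 cells/well, rested 2 h then exposed to compounds in concentration-response for 18-24 h at 37 °C. Viability by CellTiter-Fluor fluorescence (Ex 405/Em 525) after 30 min; luciferase luminescence (BugLite, 15 min, RT) read afterwards.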
TGFb inhibitor: blocks TGF-b signaling. Potency, µM (doses to about 46.1 µM), without a hit: at the top dose activity, negative = inhibition, usual class: inhibitors. 1.2% of 410,000 active. HepG2 CAGA-GFP TGF-b/SMAD3 reporter, GFP fluorescence, 18 h; TGF-beta stimulated, 500 pg/mL final; note: potency is the fitted concentration of half-maximal effect; % is set by controls: 0 for no effect and ±100 for the full control effect; nearly all actives have a fitted effect of over 65% in size
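Per well, imaged GFP fluorescence of HEPG2 CAGA-GFP cells gives the signal; cells get compound, then TGF-beta (500 pg/mL final), 18 h at 37 degrees C; %Activity versus -TGF-beta and +DMSO controls.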
CCT chaperon mod: modulators of cytosolic chaperonin (CCT/TRiC) activity; purified chaperonin ATPase assay, HTRF ADP detection, 30 min; activity change, % (no concentration beside the values), hits read low; 0.3% of 360,000 active; AID 651819; in the data active = activity change below about -30%; note: % is set by controls: 0 for no effect and ±100 for the full control effect
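ATPase activity: ADP formed was measured by HTRF Transcreener (665/615 nm ratio) after 30 min at 37 deg C with 10 uM ATP. Compounds screened at one 76 uM concentration against 40 or 20 nM TRiC in Tris pH 7.4/KCl/MgCl2/DTT buffer.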
Nrf2 activator: Nrf2 pathway activation; 0.31% of 410,000 active; AID 624171; AREc32 ARE-luciferase reporter (MCF7-derived line), luminescence, 24 h; Potency, µM (top dose mostly 46.1 µM), without a hit: top-dose activation, most hits filed as activators; note: potency is the fitted concentration of half-maximal effect; % of control where 0% means no effect; nearly all actives have a fitted effect of over 65% in size
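Luciferase luminescence (Steady-Glo, 30 min at room temperature) served as the read-out of ARE activation in AREc32 cells treated with compounds for 24 hr at 37 deg C.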
HepG2 viability: kills HepG2 cells in TGF-b inhibitor counter-screen; Potency, µM (series often up to 46.1 µM), for inactives: top-dose activity change, negative = cytotoxicity, hits mostly cytotoxic; 0.76% of 410,000 active; HepG2 CAGA-GFP viability, ATP luminescence, 18 h; note: potency is the fitted concentration of half-maximal effect; some results filed as inactive show a strong effect at the top dose
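HepG2 CAGA-GFP cells (1000/well, DMEM with 1% FBS) received compound, then TGF-beta at 500 pg/mL final, and were incubated 18 hours at 37 degrees C. Viability was read by CellTiter-Glo luminescence. Media-only wells were set as complete cell-killing and DMSO as no toxicity.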
Mm-Cpn inhibitor: inhibitors of Methanococcus maripaludis chaperonin (MmCpn). purified Mm-Cpn ATPase, ADP Transcreener TR-FRET. Potency, µM (series often up to 76.9 µM), for the others: at the highest dose activity, negative = inhibition, most hits filed as inhibitors. 0.031% of 330,000 active; note: potency is the fitted concentration of half-maximal effect; % is set by controls: 0 for no effect and ±100 for the full control effect; nearly all actives have a fitted effect of over 80% in size
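Inhibition of chaperonin ATP hydrolysis is measured as reduced ADP production, detected by competitive TR-FRET in which signal falls with ADP. Final enzyme 25 nM and ATP 10 uM, reacted 30 min at 37°C.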
pAkt inh: Akt phosphorylation inhibition | Neuro2A IGF-stimulated pAkt S473 HTRF, 20 min; hits give low values | activity change, % for hits at 50 µM | 0.32% of 360,000 active | AID 651550; in the data active = activity change below about -80%; inconclusive = mostly about -51% to -80%; note: % is set by controls: 0 for no effect and ±100 for the full control effect
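Single-point screen (50 µM final compound) in Neuro2A cells stimulated 20 min with 6 nM IGF at 37 deg C. After lysis, Ser473-phosphorylated Akt read by HTRF (ex 330 nm, em 615/665 nm) as the 665/615 ratio.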
Nrf2 block: Nrf2 pathway inhibition; A549 ARE-Fluc reporter, luciferase luminescence, 18-24 h; Potency, µM (titrated, usually from 46 µM), for the others: at the top dose activity change, negative = inhibition, usual class: inhibitors; 2.1% of 360,000 active; AID 504444; note: potency is the fitted concentration of half-maximal effect; % is set by controls: 0 for no effect and ±100 for the full control effect; nearly all actives have a fitted effect of over 60% in size
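Nrf2 activity is the BugLite luminescence, read 15 min after reagent at room temperature, following CellTiter-Fluor cytotoxicity readout (30 min, 37C). Compound titrations were applied for 18-24 h to 5000 A549 ARE_Fluc cells/well in 5% FBS OPTI-MEM.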
An asterisk follows results filed as active; i = inactive; ? = inconclusive; nt = not tested or not shown; & = joins results of further samples; [ ] = dose if it differs, or a comment. Unless noted, calls come from the whole dose curve; as a rule, active = well fitted curve in the direction sought with a large enough effect; inconclusive = small, poorly fitted or top-dose-only effect, or another doubt; inactive = no such curve, though single readings can be large; an effect the other way counts as inactive or inconclusive.

Compound,ATXN viability,A549 tox,TGFb inhibitor,CCT chaperon mod,Nrf2 activator,HepG2 viability,Mm-Cpn inhibitor,pAkt inh,Nrf2 block
Cc1sc2ncnc(N3CCC(C(=O)N4CC(C)SC4=Nc4ccc(Cl)cc4)CC3)c2c1C (configuration not stated),i,1%,-30%,0.9,0.3%,-28%,nt,i,?
CCOc1ccc(C(C)=O)cc1CN1C(=O)C(=O)N(CC)C1=O,i,0%,-7%,-1.5,0.2%,4%,-5%,i,?
COc1ccc(C(=O)Nc2nc3ccccc3[nH]2)cc1OC,i,1%,9%,-1.7,0.7%,-9%,-7%,i,nt
COC(=O)C(C)Sc1nnc(Cc2cc(=O)[nH]c(=O)[nH]2)n1-c1cc(C)ccc1C (configuration not stated),i,-1%,-24%,0.0,0.5%,13%,-1%,i,0%
O=C(CSc1nc(-c2ccccc2)cs1)NCCN1C(=O)CSC1=O,?,2%,6%,-2.1,2.2%,0%,-1%,i,1%
COc1ccc(CN2CCN(C(=O)c3cccs3)CC2)cc1,i,-17%,-25%,-0.3,-0.2%,-32%,1%,i,?
Cc1cc(C)c(C(N)=O)c(SCC(=O)c2cc(C)c(C)cc2C)n1,i,-3%,-1%,-0.6,0.9%,-5%,-1%,i,3%
COc1cccc(CNC(=O)[C@H](C)NC(=O)N2CC(=O)Nc3ccccc32)c1,i,nt,9%,0.0,0.0%,31%,nt,i,nt
O=C(NC(=S)Nn1cnnc1)c1ccccc1Br,i,-4%,-3%,-1.2,3.1%,0%,0%,i,5%
O=C(Nc1ccc2c(c1)OCCO2)c1cccnc1Oc1ccc(Cl)cc1,nt,1%,14%,-1.5,-0.1%,-5%,1%,i,-5%
O=C(CN1CCN(C(=O)CNC(=O)c2ccc3c(c2)OCO3)CC1)Nc1ccc(F)cc1,i,3%,19%,4.1,-1.3%,-2%,1%,i,?
O=C(Nc1cccc(Cl)c1)OCc1cn(-c2ccccc2)nn1,i,1%,1%,-0.4,4.9%,0%,-1%,i,-22%
CN(Cc1ccccc1F)C(=O)COc1ccc(C(=O)c2ccccc2)cc1,i,1%,?,-0.5,0.7%,-10%,?,i,-28%
N#Cc1ccc(S(=O)(=O)N2CCN(CC(=O)NCC3(N4CCOCC4)CCCCC3)CC2)cc1,i,-3%,3%,-1.0,-0.4%,5%,-3%,i,-15%
Cc1cc2nc(C)n(CCCNC(=O)Nc3ccccc3)c2cc1C,i,11%,2%,-1.4,-0.5%,-5%,-1%,i,?
O=C(OCCCOC(=O)c1cc[n+]([O-])cc1)c1cc[n+]([O-])cc1,i,1%,-1%,0.0,0.6%,-2%,-1%,i,-9%
Cc1c(N2C(=O)C(=O)/C(=C(/O)c3ccc(Br)cc3)C2c2cccnc2)c(=O)n(-c2ccccc2)n1C (configuration not stated),i,-24%,-10%,-2.0,0.1%,-11%,-4%,i,5%
N/C(=N\OC(=O)Cc1ccc(-c2ccccc2)cc1)c1cccc([N+](=O)[O-])c1,i,8%,-6%,1.3,0.0%,-1%,1%,i,?
COc1ccc(N2CC(C(=O)NCCc3ccc(Cl)cc3)CC2=O)c(OC)c1 (configuration not stated),i,-2%,16%,1.7,1.2%,-1%,0%,i,7%
CN(CC(=O)Nc1c(Cl)cccc1Cl)C(=O)c1ccccc1SCC(=O)N1CCCC1,i,11%,-4%,-11,0.0%,-7%,-1%,i,4%
COc1ccc(NC(=O)Nc2nnc(C(C)(C)C)s2)cc1,i,0%,4%,-7.0,2.9%,103%,2%,i,?
COc1ccc(-c2cc(-c3ccccc3)c(C#N)c(SCC(O)CS(=O)(=O)Cc3ccccc3)n2)cc1 (configuration not stated),i,-4%,-21%,nt,4.7%,-21%,nt,nt,-5%
CCN1CCn2c1nc(N1CCOCC1)nc2=O,i,-5%,0%,-1.9,-0.8%,-2%,-7%,i,4%
COc1cc(C(=O)NCc2nnc(SCC(=O)N3CCOCC3)o2)cc(OC)c1OC,i,-4%,1%,-0.9,0.2%,6%,-1%,i,6%
C=C(C)c1cccc(C(C)(C)NC(=O)Nc2ccc(Cl)cn2)c1,i,-13%,?,-3.1,6.5%,-21%,-1%,i,?
COc1cc(OC)c(NC(=O)NC(C)c2c(-n3cccc3)sc(C)c2C)cc1Cl (configuration not stated),nt,4%,nt,nt,3.9%,-18%,nt,nt,-8%
COCCN(C(=O)COC(=O)/C=C/c1ccccc1Cl)c1c(N)n(Cc2ccccc2)c(=O)[nH]c1=O,i,4%,2%,-4.8,?,-7%,-1%,i,7%
Cc1cccnc1NC(=O)CCn1c(=O)oc2ccccc21,i,-1%,2%,1.0,0.0%,12%,0%,i,0%
O=C(CC1NCCNC1=O)Nc1ccc(Oc2ccccc2)cc1 (configuration not stated),i,-4%,-9%,-3.3,2.4%,-16%,0%,i,5%
COc1ccc(OC)c(NC(=O)CSCc2cnn(-c3ccccc3)c2-n2cccc2)c1,i,-5%,-7%,-1.3,0.4%,-5%,0%,nt,-2%
C[C@H](CO)N1C[C@H](C)[C@@H](CN(C)C(=O)Nc2ccc(C(F)(F)F)cc2)Oc2c(NC(=O)NC3CCCCC3)cccc2C1=O,28µM*,?,?,-2.5,-1.3%,-32%,-1%,i,?
CCOc1cc(/C=N/NC(=O)c2c(C)nc3ccc(Cl)cn23)ccc1O,i,nt,-10%,-2.3,3.0%,-12%,nt,i,nt
COc1cccc(S(=O)(=O)NCc2ccc(C(=O)NCC3CCCO3)cc2)c1 (configuration not stated),i,-3%,-32%,-0.2,0.2%,-24%,1%,i,18%
N#Cc1c(/N=C/c2ccc(-c3ccccc3C(=O)O)o2)sc2c1CCCC2,i,-2%,-9%,-3.6,21%,0%,0%,i,?
CCc1nc2ccc(C(=O)N3CCN(S(=O)(=O)CC)CC3)cn2c1N(C)C(=O)c1cccc(OC)c1,i,nt,10%,-0.2,-0.7%[9.22 µM],34%,nt,i,nt
COc1cccc(CN(C)C(=O)/C=C/c2ccc(S(=O)(=O)N3CCCCCC3)cc2)c1,i,-5%,?,0.5,2.3%,-6%,0%,i,?
Cc1onc(-c2ccccc2Cl)c1C(=O)N1CCc2ccccc2C1,i,-4%,1%,-2.5,0.2%,0%,nt,i,-27%
CCOC(=O)c1c(S(=O)(=O)N(C)Cc2ccccc2)c(C)n(C)c1C,i,0%,0%,0.3,-1.1%,4%,2%,i,2%
Cc1ccc(S(=O)(=O)n2nc(C)c(Br)c2C)c(C)c1C,i,-24%,?,-2.4,-0.5%,-2%,-1%,i,?
Cc1cccc(C)c1NC(=O)COC(=O)c1cc[n+]([O-])cc1,i,12%,-16%,3.7,-0.2%,1%,2%,i,?
Cn1nnnc1SCC(=O)Nc1cc(S(=O)(=O)N2CCCC2)ccc1Cl,i,10%,-25%,-1.0,2.0%,-3%,1%,i,17%
Cc1ccc(C2OC(=O)c3ccccc32)cc1 (configuration not stated),i,-3%,-1%,2.0,-0.4%,-4%,1%,i,1%
CC1CCC(NC(=O)c2ccc(CS(=O)(=O)c3ccc(Cl)cc3)o2)CC1 (configuration not stated),nt,-1%,?,nt,-0.4%,5%,nt,nt,nt
Cc1ccc2nc(-c3ccco3)c(CC3CCCCC3)n2c1,nt,nt,10µM*,-1.3,?,-32%,nt,i,nt
Cc1cc(C)cc(NC(=O)N2CCC3(CC2)Oc2ccccc2C(=O)N3Cc2ccccc2F)c1,nt,0%,nt,nt,3.5%,0%,nt,nt,?
O=C(CSc1nc2ccccc2c(=O)n1-c1ccc(F)cc1F)Nc1ccc(N2CCOCC2)cc1,i,-14%,-24%,-3.0,3.2%,-32%,-3%,i,?
CCOc1cc(CN2CCCC(CO)(Cc3ccc(F)cc3F)C2)ccc1OC (configuration not stated),i,1%,-20%,0.8,4.7%,-34%,0%,i,11%
CCCCCCSc1ccc(-c2nc3ccc(C)cn3c2NCc2ccccc2)cc1OC,?,?,?,0.7&0.1,7.2%&-1.3%,-47%,-13%,i,?
COC(=O)c1cccc(N2C(=O)c3cccnc3C2=O)c1,i,-2%,-2%,0.0,2.7%,3%,0%,i,13%
CN(C)CCCNc1oc(/C=C/c2ccccc2)nc1C#N,i,-4%,0%,-0.9,-0.4%,30%,-13%,i,6%
O=C(CSc1nc2c([nH]c3ccccc32)c(=O)n1-c1ccccc1)Nc1ccc2c(c1)OCO2,nt,-1%,-7%,nt,4.5%,-31%,nt,nt,nt
CC(=O)Nc1ccc(NC(=O)[C@@H](NC(=O)c2ccccc2F)C(C)C)cc1,i,1%,-2%,1.8,0.5%,5%,2%,i,6%

Some values from the results shown:
Under TGFb inhibitor, O=C(CSc1nc2c([nH]c3ccccc32)c(=O)n1-c1ccccc1)Nc1ccc2c(c1)OCO2 shows -7%
Under Mm-Cpn inhibitor, CN(C)CCCNc1oc(/C=C/c2ccccc2)nc1C#N shows -13%
